# High-throughput results: PubChem BioAssay, National Center for Advancing Translational Sciences (NCATS)
# RGS4 inh – blocks human RGS4-accelerated GTP hydrolysis; Potency, µM (titrated, usually from 114 µM), without a hit: top-dose activity change, negative = inhibition, actives largely listed as inhibitors; 0.039% of 390,000 active; P49798; Transcreener GDP fluorescence polarization, RGS4-accelerated GTP hydrolysis; further: potency means the concentration at half of the fitted maximal effect; on the % scale 0 is the no-effect control and ±100 the full control effect; nearly all actives have a fitted effect of over 75% in size; some results filed as inactive show a strong effect at the top dose
#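 MLSMR compounds (23 nl, pin-transferred) preincubated 10 min at room temperature with a 500nM (2x) first reagent, then RGS4 at 900nM (2x) plus Transcreener GDP mix added; fluorescence polarization (620/688 nm) read before and after 90 min at 30 °C.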
# G9a inh – blocks human histone lysine methyltransferase G9a; G9a H3K9 monomethylation, AlphaScreen, 2 h; Potency, µM (top dose mostly 102 µM), for the others: at the highest dose activity, negative = inhibition, usual class: inhibitors; 8.8% of 350,000 active; AID 504332; further: potency means the concentration at half of the fitted maximal effect; on the % scale 0 is the no-effect control and ±100 the full control effect; nearly all actives have a fitted effect of over 75% in size
# Target sequence (Q96KQ7 913-1193 limits assumed): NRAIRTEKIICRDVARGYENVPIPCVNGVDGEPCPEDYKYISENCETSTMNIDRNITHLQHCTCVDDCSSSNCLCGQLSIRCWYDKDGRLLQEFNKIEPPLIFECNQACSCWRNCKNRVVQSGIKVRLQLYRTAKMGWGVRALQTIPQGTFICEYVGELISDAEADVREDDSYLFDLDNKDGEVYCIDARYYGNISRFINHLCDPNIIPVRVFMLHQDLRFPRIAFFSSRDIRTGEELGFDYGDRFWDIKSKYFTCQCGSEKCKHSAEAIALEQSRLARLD
#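 Quantitative HTS format: methyltransferase activity on a biotin-tagged H3K9 peptide is measured by AlphaScreen, using a rabbit anti-monomethyl-H3K9 antibody with streptavidin donor and anti-IgG acceptor beads. Final levels are 20 nM enzyme, 500 nM peptide, 20 uM SAM; 2 h RT.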
# GLS inhibitor – inhibitors of human glutaminase (GLS) | O94925 | GLS enzymatic activity, qHTS titration | Potency, µM (titrated, usually from 45.5 µM), without a hit: at the highest dose activity change, negative = inhibition, most hits filed as inhibitors | 0.21% of 410,000 active | AID 624170; further: potency means the concentration at half of the fitted maximal effect; on the % scale 0 is the no-effect control and ±100 the full control effect
#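 Read-out is an Amplex red fluorescence increase coupled through glutamate oxidase and HRP, measured before and after 30 min room-temperature incubation. hKGA is in 45 mM KH2PO4 (pH 8.2) with 0.02% Tween-20; glutamine added as 1mM solution.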
# BAZ2B inh – inhibitors of human BAZ2B bromodomain | Q9UIF8 | AlphaScreen BAZ2B-H3K14Ac peptide displacement | Potency, µM (titrated, usually from 114 µM), for the others: at the top dose activity change, negative = inhibition, actives largely listed as inhibitors | 4.4% of 360,000 active; further: potency means the concentration at half of the fitted maximal effect; on the % scale 0 is the no-effect control and ±100 the full control effect; nearly all actives have a fitted effect of over 60% in size
#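 BAZ2B 50 nM plus b-H3(5-23)K14Ac 50 nM, PBS pH 7.4/0.01% Tween-20, 30 min RT; compound added (max 110 uM), 30 min RT; streptavidin donor/Ni-chelate acceptor beads 10 ug/mL final, 20 min dark; AlphaScreen read.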
# HP1b binding inh – inhibitors of HP1-beta chromodomain binding to methylated histone tails; 0.56% of 390,000 active; Potency, µM (highest dose often 114 µM), for inactives: top-dose activity change, negative = inhibition, hits mostly inhibitors; AlphaScreen HP1-beta / biotin-H3K9me3 peptide binding; further: potency means the concentration at half of the fitted maximal effect; nearly all actives have a fitted effect of over 70% in size; inactives centre near 23
# Target sequence (P83916 whole entry, looked up): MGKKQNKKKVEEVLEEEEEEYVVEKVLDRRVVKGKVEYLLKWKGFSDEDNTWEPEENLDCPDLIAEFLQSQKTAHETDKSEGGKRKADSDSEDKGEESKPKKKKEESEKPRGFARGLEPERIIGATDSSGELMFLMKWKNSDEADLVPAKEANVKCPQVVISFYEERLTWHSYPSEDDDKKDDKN
#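 HP1-beta protein (50 nM final) preincubated 30 min at room temperature with biotinylated H3(1-18)K9me3 peptide (50 nM) in PBS pH 7.4, 0.01% Tween-20, then compound added for 30 min. AlphaScreen streptavidin donor/nickel chelate acceptor beads (10 ug/mL final), 30 min dark, luminescence read.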
# ERG-DNA inh – ERG Ets/DNA interaction inhibition; P11308; Potency, µM (top dose mostly 76.9 µM), for the others: at the highest dose FP activity, negative = inhibition, hits mostly inhibitors; 0.028% of 370,000 active; fluorescence polarization, His-ERG Ets domain / labelled DNA; active means well fitted inhibition curve with a large enough effect in the polarisation, with a control signal flat; inconclusive means small, poorly fitted or top-dose-only effect, or effect the other way, or a change in a side signal; inactive means no such curve, though single readings can be large or run the other way; the % refers to the polarisation;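 further: polarization taken with two DNA probes labelled with fluorescein and Texas red; potency means the concentration at half of the fitted maximal effect; % of control where 0% means no effect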
#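 His-tagged ERG Ets domain (1 uM in the protein solution; 300mM KCl, 50mM Tris-HCl, 1mM EDTA, 1mM DTT, pH 7.5) received compound, then a probe mix of 5 nM fluorescein-DNA and 100nM Texas-615-DNA. Fluorescence polarization was read for both dyes.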
# ALOX12 inh – blocks human arachidonate 12S-lipoxygenase; AID 1671190; purified 12hLO, xylenol orange hydroperoxide absorbance; P18054; 1.1% of 580,000 active; Potency, µM (doses to about 108 µM), without a hit: at the highest dose activity change, negative = inhibition, most hits filed as inhibitors; further: potency means the concentration at half of the fitted maximal effect; on the % scale 0 is the no-effect control and ±100 the full control effect
#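 Purified human 12hLO (150 nM final) in 25 mM Hepes, 0.01% Triton X-100, pH 7.0 was preincubated 15 min at room temperature with compound. Then 40 uM arachidonic acid was added, 30 min. Hydroperoxide was read by Fe-XO absorbance ratio 573/405 nm.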
# JMJD2A Tudor – inhibitors of human JMJD2A Tudor domain; O75164; AlphaScreen JMJD2A-Tudor / H3K4me3 peptide binding; Potency, µM (series often up to 114 µM), inactives show at the highest dose activity change, negative = inhibition, hits mostly inhibitors; 4.4% of 390,000 active; AID 504339; further: potency means the concentration at half of the fitted maximal effect; on the % scale 0 is the no-effect control and ±100 the full control effect; nearly all actives have a fitted effect of over 50% in size
# PI4K2A inh – inhibitors of human PI4K2A | Q9BTU6 | purified PI4K2A, ADP-Glo luminescence, 1 h; hits give low values | activity change, negative = inhibition, % at 76.9 µM | 0.13% of 420,000 active | AID 1346378; in the data active means activity change below about -50%; inconclusive means mostly about -30% to -49%;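 further: -100% = wells without enzyme as full effect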
# Target sequence (Q9BTU6 whole entry, looked up): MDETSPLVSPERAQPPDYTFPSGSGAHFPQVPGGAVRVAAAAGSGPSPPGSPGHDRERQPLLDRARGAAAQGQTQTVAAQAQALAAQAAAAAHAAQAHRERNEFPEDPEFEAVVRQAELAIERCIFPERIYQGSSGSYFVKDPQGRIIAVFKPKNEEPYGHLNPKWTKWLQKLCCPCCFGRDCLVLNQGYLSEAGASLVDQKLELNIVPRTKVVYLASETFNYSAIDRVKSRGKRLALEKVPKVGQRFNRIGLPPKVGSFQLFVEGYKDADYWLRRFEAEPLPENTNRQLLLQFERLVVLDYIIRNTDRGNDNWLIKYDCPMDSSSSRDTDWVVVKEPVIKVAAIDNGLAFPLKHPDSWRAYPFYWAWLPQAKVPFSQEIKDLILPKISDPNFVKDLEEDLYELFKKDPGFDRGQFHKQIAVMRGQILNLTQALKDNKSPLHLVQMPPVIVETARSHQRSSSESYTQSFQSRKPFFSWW
#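 Compounds are screened against recombinant PI4K2A using PI as substrate and ATP, the latter dispensed at 300 microM. Reactions run one hour at ambient temperature before ADP-Glo detection; full inhibition defined by wells lacking enzyme.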
# Active calls of the source: *; ? = inconclusive; / = no result given; [ ] = remark or other dose. Unless noted, the call rests on the fitted dose curve; in most records, active means well fitted curve in the direction sought with a large enough effect; inconclusive means small, poorly fitted or top-dose-only effect, or another doubt; inactive means no such curve, though single readings can be large; an effect the other way counts as inactive or inconclusive. Not all compounds are listed. The share of hits here may be higher or lower than overall.
1. CC(=O)N1c2c(cc(Br)cc2S(=O)(=O)NCc2cccnc2)CC1C (stereo unspecified)
2. COc1ccc(OC)c(/C=N/NC(=O)CCCC(=O)Nc2cccc(Br)c2)c1
3. CCOC(=O)N1CCC(N(CCN(C)C)C(=S)Nc2ccccc2OC)CC1
4. CC(C)Oc1cccc(C(=O)Nc2ccccc2N2CCOCC2)c1
5. CSc1nc2ccsc2c(=O)n1-c1cccnc1
6. CN1CCC(=NNC(=O)C(=O)Nc2ccc(F)cc2)CC1
7. CCC(C)[C@H]1CNCCN1CC1(c2ccccc2)CC1 (stereo partly specified)
8. COC(=O)c1ccccc1Sc1c(/C=N/OCc2ccc(Cl)cc2)c(C(F)(F)F)nn1C
assay / compound | 1 | 2 | 3 | 4 | 5 | 6 | 7 | 8
RGS4 inh | 18% | -33% | 15% | -4%[11.4 µM] | 4% | -1% | 8% | -3%
G9a inh | 0%[12.7 µM] | 5%[0.0925 µM] | -5%[59 µM] | 1%[12.7 µM] | 7% | ? | 13%[2.33 µM] | -5%[59 µM]
GLS inhibitor | -15% | -14% | -1% | 3% | 0% | -6% | 6% | 8%
BAZ2B inh | -5% | -5% | -21% | 6% | 2% | -17% | 10% | 57%[activator]
HP1b binding inh | 27% | 19% | 33% | 57%[activator] | 28% | 47%[activator] | 38% | 69%
ERG-DNA inh | -5% | ? | 2% | 8% | -1% | -12% | 6% | 2%
ALOX12 inh | 19% | 4% | 4% | -21% | -13% | -4% | 2% | 280%[activator]
JMJD2A Tudor | -11% | -15% | -15% | 2%[11.4 µM] | 8% | -3%[11.4 µM] | -22% | 43%[activator]
PI4K2A inh | 3 | 6 | 1 | -9 | 5 | 3 | 2 | 4

9. O=C(O)c1ccccc1C(=O)NNc1ccc(Cl)cc1
10. CCCOc1ccc(N2C(=O)CC(N(CCc3ccc(OC)cc3)C(=O)c3cccc(F)c3)C2=O)cc1 (stereo unspecified)
11. NNC(=O)CN1C(c2ccccc2Br)=Nc2ccc(Br)cc2C1c1ccccc1 (stereo unspecified)
12. Cc1cccc(C(=O)NC2CC(C)(C)NC(C)(C)C2)c1
13. COc1ccc(N(CC(=O)N/N=C/c2ccco2)S(=O)(=O)c2ccccc2)cc1
14. COc1ccc(CCNC(=O)C(NS(=O)(=O)c2cccc3nsnc23)C(C)C)cc1OC (stereo unspecified)
15. CC(c1ccco1)N(C(=O)Nc1ccc(Cl)cc1)c1ccccn1 (stereo unspecified)
16. CC(=O)Nc1sc(C)c(C)c1C(=O)Nc1ccc(C)cc1
assay / compound | 9 | 10 | 11 | 12 | 13 | 14 | 15 | 16
RGS4 inh | ? | -5% | -19% | 37% | -8% | 20% | -10% | 7%
G9a inh | ? | 45µM* | 2%[59 µM] | -12%[59 µM] | 50µM* | -11% | 18%[59 µM] | 0%[0.501 µM]
GLS inhibitor | -11% | -2% | 44%[activator] | 14% | 6% | -7% | -6% | 2%
BAZ2B inh | -7% | 4% | ? | -6% | ? | -10% | -6% | -30%
HP1b binding inh | 2% | 12% | 20% | 6% | ? | 23% | 15% | 30%
ERG-DNA inh | -10% | 1% | -6% | 1% | / | 4% | -10% | /
ALOX12 inh | ? | ? | 17% | -2% | ? | -2% | 65%[activator] | 21%
JMJD2A Tudor | -27% | -29% | -31% | -4% | ? | 3% | -4% | -14%
PI4K2A inh | -3 | -3 | -10 | 2 | -4 | 3 | 7 | 0

17. Cn1nccc1C(=O)NC(=S)Nc1cc(Cl)cc(Cl)c1
18. COc1ccc(/C=N/NC(=O)C(=O)N2CCCCCC2)cc1[N+](=O)[O-]
19. CC(C)C(=O)N1CCN(c2ccc(NC(=O)c3ccc4c(c3)OCCO4)cc2)CC1
20. Cc1nn(C(=O)c2ccccc2F)c(C)c1S(=O)(=O)N1CCCCCC1
21. COc1ccccc1OCCC(=O)OCC(=O)c1c(N)n(C)c(=O)n(C)c1=O
22. CCN1CCN(c2cc(C)c3cc(NC(=O)CCC(=O)N4CCN(c5ccccc5)CC4)ccc3n2)CC1
23. COc1ccc(Cc2nc(-c3ccc(Br)o3)no2)cc1OC
24. C=CCC1Cc2c(cccc2[N+](=O)[O-])C(CC=C)N1 (stereo unspecified)
assay / compound | 17 | 18 | 19 | 20 | 21 | 22 | 23 | 24
RGS4 inh | -26% | -41% | 5% | 2% | -8% | 0% | -27% | 0%
G9a inh | ? | 13% | / | -3%[59 µM] | 50µM* | 79µM* | 50µM* | 50µM*
GLS inhibitor | -21% | -4% | 3% | 9% | -3% | 48%[activator] | 1% | -16%
BAZ2B inh | -16% | -17% | -3% | 6% | ? | -20% | 2% | ?
HP1b binding inh | -7% | 31% | 5% | 45%[57 µM] | 35% | -18% | 41%[activator] | -3%
ERG-DNA inh | -8% | -5% | 2% | 4% | 6% | 1% | 4% | 7%
ALOX12 inh | ? | 36% | -20% | 0% | -10% | -1% | 138%[activator] | ?
JMJD2A Tudor | 22µM* | -7% | -9% | 12% | -22% | ? | -6% | ?
PI4K2A inh | 1 | 2 | -2 | 4 | -1 | 1 | -3 | -4

25. Cc1ccc(-c2nc3ccccc3c(=O)n2NC(=O)c2cccs2)cc1
26. CC(C)(C)NC(=O)C(c1ccccc1)N(Cc1ccco1)C(=O)c1csnn1 (stereo unspecified)
27. CCC(=O)Nc1ccc(-c2nnc(SCc3ccc(C(=O)Nc4nccs4)cc3)n2CC)cc1
28. CCN1C(=O)c2cccc3c(N)ccc(c23)C1=O
29. CCOC(=O)CSc1nc(=O)n2ccccc2n1
30. Cc1ccc(C(=O)NCC(=O)NCCc2ccc(S(N)(=O)=O)cc2)s1
31. CC(C)CC1=NN(C(=O)c2ccco2)C(O)(C(F)(F)F)C1 (stereo unspecified)
32. CC(=O)c1ccc(S(=O)(=O)N2CCN(CCOc3ccc(Br)cc3)CC2)cc1
assay / compound | 25 | 26 | 27 | 28 | 29 | 30 | 31 | 32
RGS4 inh | 0% | 27% | ? | -6% | 19% | -6% | 14% | 25%
G9a inh | -14%[59 µM] | -1% | 10% | 50µM* | 2% | / | / | 1%[12.7 µM]
GLS inhibitor | 15% | 2% | -9% | -5% | 7% | -7% | -4% | 1%
BAZ2B inh | 18% | 0% | -25%[57.1 µM] | 3% | -3% | -2% | 6% | 0%
HP1b binding inh | 29% | 20% | 26% | 58%[activator] | 29% | 32% | 29% | 18%
ERG-DNA inh | -1% | -2% | -2% | 12% | 3% | -4% | -27% | -4%
ALOX12 inh | -26% | 0% | 33%[activator] | 0% | -8% | ? | 19% | 297%[activator]
JMJD2A Tudor | ? | -14% | -21% | 3% | 0% | 6% | -4% | -20%
PI4K2A inh | 1 | 6 | -3 | -2 | 1 | 6 | -2 | 2

33. O=C(c1ccc(N2CCOCC2)c([N+](=O)[O-])c1)N1CCN(Cc2ccccc2)CC1
34. COc1ccc(N=CC2=C(O)c3ccccc3C2=O)cc1
35. COc1ccc(CNC(=O)NCc2ccc(OC)c(OC)c2)cc1OC
36. COc1ccc(CN(C)C(=O)COC(=O)c2c(C)nn(-c3ccc(F)cc3)c2Cl)cc1
37. COc1ccccc1C(=O)Nc1ccc(NC(=O)c2cccs2)cc1
38. O=C(NCc1ccccn1)c1cc2n(n1)C(C(F)(F)F)CC(c1ccco1)N2 (stereo unspecified)
39. CCOc1ccc(NC(=O)CSc2nc3ccccc3c(=O)n2Cc2cccs2)cc1
40. CCCNC(=O)/C=C/c1ccc(S(=O)(=O)Nc2ccccc2OC)cc1
41. CN(C)S(=O)(=O)c1ccc(S(=O)(=O)NCc2ccc3c(c2)OCO3)cc1
assay / compound | 33 | 34 | 35 | 36 | 37 | 38 | 39 | 40 | 41
RGS4 inh | -22% | -35% | -12% | 4% | -16% | -27% | -11% | 2% | 20%
G9a inh | -12% | 6%[12.7 µM] | 6%[59 µM] | 15%[12.7 µM] | -6%[59 µM] | ? | 29%[59 µM] | -45% | 7%[59 µM]
GLS inhibitor | -5% | 5% | -17% | 9% | -3% | 14% | 19% | 14% | -3%
BAZ2B inh | -28% | 4% | / | 7% | -1% | 13% | 6% | / | -7%
HP1b binding inh | 38% | 42%[activator] | 15% | 23% | 22% | 40% | 8% | 32% | 51%[activator]
ERG-DNA inh | -9% | -2% | -1% | 2% | -2% | 10% | 9% | -6% | 1%
ALOX12 inh | -7% | 0% | -2% | -2% | 0% | -22% | 13% | 15% | 2%
JMJD2A Tudor | -19% | 1% | -9% | -11% | -18% | -6% | -1% | -13% | -6%
PI4K2A inh | 3 | -27 | 1 | 1 | 0 | -3 | 3 | -2 | 0
